# Screening data: PubChem BioAssay, Broad Institute
# PglD DTNB: blocks C. jejuni PglD acetyltransferase activity | purified PglD enzyme, DTNB colorimetric CoA detection | inhibition, % at 12.5 µM | hit rate 0.098% among 360,000; in the data active = inhibition above about 16%, passing the limit was not always enough; note: strong numbers were not always called active
# Cneo AK release: Cryptococcus neoformans lysis via adenylate kinase release. C. neoformans lysis, adenylate kinase release luminescence, 4 h; normalised: neutral wells 0, clomiphene wells 100. lysis activity, % at 15 µM. hit rate 0.2% among 360,000. AID 651654;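 active = mean lysis activity across replicates of at least 80%, whatever share of replicates individually reach that level; inactive = mean lysis activity below 80%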
#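 Test system: log-phase Cryptococcus neoformans yeast cells; Quantity: yeast cell density of 5 × 10^6 cells/mL; Buffer or medium: YPD; Doses: single compound concentration per well; Timing: 4 h at 37 °C static, read 1 h later; Measured by: AK luminescence; Read-out basis: lysis from increased AK signal; Control set: Clomiphene as positive control.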
# E-selectin induc: induces E-selectin expression in human endothelial cells; HUVEC E-selectin immunofluorescence imaging; normalized: neutral wells 0, TNF-alpha wells 100; activation, % at 7.58 µM; hit rate 0.37% among 260,000; AID 686992;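 active = mean E-selectin-positive cell signal at least 10% of the positive control, reached in at least 60% of replicates, without over 20% cell loss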;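 note: in these data hits start at about 27%; measured in HUVEC primary endothelial cells; signal is the percent of cells scored E-selectin positive by PE staining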
# Target sequence (P16581 whole entry, looked up): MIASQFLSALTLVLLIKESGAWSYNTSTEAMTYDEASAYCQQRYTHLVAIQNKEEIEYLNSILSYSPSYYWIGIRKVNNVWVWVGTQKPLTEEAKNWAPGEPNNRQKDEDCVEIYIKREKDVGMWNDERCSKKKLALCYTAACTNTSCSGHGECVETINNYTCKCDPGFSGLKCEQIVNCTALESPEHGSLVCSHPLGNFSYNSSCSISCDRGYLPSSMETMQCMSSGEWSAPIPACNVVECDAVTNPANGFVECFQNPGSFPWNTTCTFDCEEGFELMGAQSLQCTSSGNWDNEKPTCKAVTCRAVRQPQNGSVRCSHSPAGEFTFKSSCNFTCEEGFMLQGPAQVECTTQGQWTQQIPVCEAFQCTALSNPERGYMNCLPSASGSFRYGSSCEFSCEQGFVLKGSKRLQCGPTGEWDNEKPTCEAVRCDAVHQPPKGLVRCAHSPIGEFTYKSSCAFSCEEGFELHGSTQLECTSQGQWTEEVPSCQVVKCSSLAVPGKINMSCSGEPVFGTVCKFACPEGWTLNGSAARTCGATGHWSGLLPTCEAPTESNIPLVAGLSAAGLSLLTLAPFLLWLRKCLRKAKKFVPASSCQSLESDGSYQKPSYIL
#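 Read-out basis: % PE-positive cells; Test system: HUVEC primary endothelial cells; Technique: immunofluorescence imaging; Dosing: single-point compound dose.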
# PGC1a acetyl inh: PGC1a acetylation modulation, inhibitor mode; U2OS PGC1a acetylation, AlphaScreen anti-acetyl-lysine; with virally co-expressed GCN5 acetyltransferase; inhibition, % at 15.6 µM; hit rate 0.17% among 350,000;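 active = every replicate shows inhibition of at least 40%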;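 note: 0% = neutral control wells and 100% = positive control wells; some results beyond the cut were filed as inactive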
# RAD52 inh: blocks human RAD52 DNA annealing; P43351; inhibition, % at 18.7 µM; recombinant RAD52 DNA annealing, FRET fluorescence; hit rate 0.46% among 360,000;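 active = every replicate showing at least 50% inhibition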
# Target sequence (P43351 whole entry, looked up): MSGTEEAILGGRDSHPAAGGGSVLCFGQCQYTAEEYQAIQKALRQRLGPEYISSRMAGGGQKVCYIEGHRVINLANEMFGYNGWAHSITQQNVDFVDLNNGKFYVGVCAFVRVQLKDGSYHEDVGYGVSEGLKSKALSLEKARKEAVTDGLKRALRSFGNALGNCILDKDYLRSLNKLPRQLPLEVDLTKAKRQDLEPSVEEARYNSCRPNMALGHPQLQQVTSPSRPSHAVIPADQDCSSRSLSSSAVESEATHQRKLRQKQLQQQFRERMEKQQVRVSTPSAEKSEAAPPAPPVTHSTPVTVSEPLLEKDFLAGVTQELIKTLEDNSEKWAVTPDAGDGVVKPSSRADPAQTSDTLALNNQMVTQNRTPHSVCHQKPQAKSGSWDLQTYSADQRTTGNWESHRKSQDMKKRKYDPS
# RAD54 branch: blocks human RAD54 Holliday junction branch migration | Q92698 | FAM/BHQ fluorescence | inhibition, % at 10.4 µM | hit rate 0.14% among 360,000;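 active = mean normalized replicate activity at least 40 and at least half of replicates scoring 40 or more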;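 note: 0% = median of neutral control wells and 100% = median of positive control wells; inhibitors cause a drop in the FAM fluorescence signal; in these data hits start at about 50%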
# ERAP1 inh: ERAP1 (human) enzyme inhibition. Q9NZ08. hit rate 0.15% among 340,000. recombinant ERAP1, Leu-AMC fluorescence, 60 min. inhibition, % at 10.7 µM;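 active = mean replicate inhibition of at least 30%, or all replicates individually reaching that 30% level; inactive = mean below 30% and not every replicate reaching it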;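 note: 0% = neutral control wells and 100% = L-leucinethiol positive control wells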
# miR-122 sensor: blocks miR-122 activity in Huh7 sensor cells; Huh7 miR-122 Renilla luciferase sensor, 48 h; neutral wells = 0, positive control = 100; activation (reporter increase), % at 12.5 µM; hit rate 0.3% among 340,000;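 active = mean replicate activation score at least 90 and every replicate individually at or above 90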;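 note: higher luciferase means less miR-122 activity so hits act as miR-122 inhibitors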
# * hit, by the source's call; . = no result given; [ ] = dose if it differs, or a comment.
# Order of values: Cneo AK release	RAD54 branch	RAD52 inh	PglD DTNB	ERAP1 inh	E-selectin induc	PGC1a acetyl inh	miR-122 sensor
- CCc1nc(SCC(=O)Nc2ccnc3ccccc23)n[nH]1
→ 0.4	-3.7	.	-3.0	.	.	-5.5	2.1
- C[C@@H]1CN([C@@H](C)CO)C(=O)c2cccc(NC(=O)Nc3ccc(C(F)(F)F)cc3)c2O[C@H]1CN(C)S(=O)(=O)c1cccs1
→ 47.0	0.0	-4.9	2.5	3.6	-2.4	1.8	-7.0[16.7 µM]
- C[C@@H]1CN([C@@H](C)CO)C(=O)c2cccc(NC(=O)C3CC3)c2O[C@@H]1CN(C)C(=O)Nc1ccccc1
→ -32.5	-3.9	-9.6	0.3	1.3	0.0	.	-2.3[16.7 µM]
- CCN1C(=O)c2ccccc2Sc2ccc(C(=O)O)cc21
→ -1.1	-2.4	-0.5	7.9	-0.2	-0.1	0.2	-6.6
- C[C@H]1CN([C@@H](C)CO)C(=O)c2cccc(NC(=O)C3CC3)c2O[C@H]1CN(C)C(=O)Nc1ccc(F)cc1
→ 13.0	1.5	0.3	-2.5	0.3	1.9	-2.4	4.1[16.7 µM]
- N#C[C@@H]1[C@@H](c2ccc(C#Cc3ccccc3F)cc2)[C@H](CO)N1C(=O)C1CCC1
→ 2.4	-4.3	-13.4	-5.4	0.0	0.0	-4.2	.
- O=C(NCCc1ccccc1)c1c(O)c2ccccc2[nH]c1=O
→ -1.5	4.2	-7.5	-2.5	0.9	0.0	0.2	-2.4
- Cc1cc(C)nc(NS(=O)(=O)c2ccc(N/C=C3\CCCC3=O)cc2)n1
→ -1.1	-11.2	.	8.0	.	.	-3.8	6.2
- CCCc1[nH]nc2c1C(c1ccccc1OCC)C(C#N)=C(N)O2 (stereo not given)
→ 2.7	-5.7	.	6.2	.	.	4.8	-3.5
- CCCOc1ccc(C(=O)CCC(=O)OCC(=O)Nc2cccc(S(N)(=O)=O)c2)cc1
→ -6.2	7.4	-17.6	2.4	-2.3	-0.2	-1.8	-9.9
- CCOC(=O)c1nn(-c2ccc(Cl)cc2)c2nc(CC)c(C#N)c(=O)n12
→ -1.6	-2.3	.	-1.5	.	.	-4.3	-7.5
- CN(CC(=O)Nc1cccc(F)c1)C(=O)c1cccc(-n2cccc2)c1
→ .	.	-20.2	.	-0.5	-0.1	.	-4.4
- CC1CCN(CCCn2c(SCC(=O)NC3CCCC3)nc3ccccc3c2=O)CC1
→ -0.3	-8.1	-16.3	0.0	4.1	0.0	-10.1	-7.4
- CN1CCN(C(=O)C[C@H]2CC[C@@H]3[C@H](COC[C@H](O)CN3C(=O)C3CCCC3)O2)CC1
→ 0.9	1.2	-25.5	-0.4	2.0	0.2	2.2	-1.4[16.7 µM]
- O=C(NCc1n[nH]c(=S)n1Cc1ccccc1)c1ccccc1
→ .	.	-14.8	.	6.2	6.7	-3.9	.
- Cc1noc(C)c1NC(=O)Nc1ccc2c(c1)CC(=O)N([C@H](C)CO)C[C@@H](C)[C@H](CN(C)C(=O)Nc1ccc3c(c1)OCO3)O2
→ 0.0	-0.9	4.3	-0.9	-2.1	0.0	-2.1	-2.4[16.7 µM]
- CCOC(=O)c1c(C)c(C(=O)Nc2ccc3c(c2)OCCO3)c(C)n1CC
→ -1.8	4.7	.	2.2	.	.	-8.9	.
- CCCNC(=O)N1C[C@H](O)COC[C@@H]2O[C@H](CC(=O)NCc3ccc(Cl)c(Cl)c3)CC[C@H]21
→ -2.1	14.5	0.4	3.6	-1.4	0.2	0.6	-2.6[16.7 µM]
- C[C@H]1CN([C@@H](C)CO)C(=O)c2cc(C#CC3CCCCC3)cnc2O[C@@H]1CN(C)C(=O)C1CCCCC1
→ 7.0	-1.3	-3.2	-2.5	-3.6	-1.7	3.3	-4.2[16.7 µM]
- CC(C)(C)C1CCC(C(=O)NCCc2ccc(S(N)(=O)=O)cc2)CC1 (stereo not given)
→ 4.0	6.6	-7.3	2.4	5.9	0.4	-1.8	0.4
- CSc1ccccc1C(=O)C1CCCN(C(=O)c2cccc(Cn3cccn3)c2)C1 (stereo not given)
→ 1.8	-2.5	1.2	-0.1	1.6	-0.1	2.4	7.8
- COc1cccc(Nc2nc(C)cc(C)c2C(N)=O)c1
→ -1.1	0.0	-4.7	-2.5	3.1	.	-9.8	6.9
- CC(C)[C@@H](CO)NC(=O)c1ccc2c3n(nc2c1)-c1ccc(Cl)cc1CO3
→ 1.9	12.6	-5.0	4.0	1.7	-0.1	.	-7.6
- CC(C)c1ccc(Nc2ncccc2C(=O)O)cc1
→ -5.0	0.8	-7.6	0.9	-0.8	.	2.3	-1.7
- CNc1cc(-c2cc(OC)ccc2OC)ncn1
→ -0.8	-3.7	-15.1	-2.4	-0.8	0.2	8.4	-4.4
- O=C(C1CC1)N1N=C(c2cccc(Br)c2)CC1(O)C(F)(F)F (stereo not given)
→ -0.9	7.4	-5.4	-2.7	1.4	0.3	.	.
- CCCS(=O)(=O)NC(=O)C1(C)CCN(C(=O)c2nc(C)oc2C)C1 (stereo not given)
→ 1.3	-13.6	-0.6	0.5	12.4	0.6	25.6	-0.9
- NC(=S)Nc1cc(Cl)ccc1Cl
→ 0.6	0.2	-3.3	4.1	1.5	7.8	0.4	21.1
- COc1ccc(S(N)(=O)=O)cc1C(=O)OCCCC(=O)c1ccccc1
→ -0.2	-6.1	-25.0	2.6	-1.3	-0.8	8.7	-7.1
- O=C(CSc1ccc2c(c1)OCCO2)NC(=O)NC1CCCC1
→ 1.9	-1.9	.	-0.2	.	.	0.6	2.7
- Cc1cc(C)n2nc(SCC(=O)N(C(C)C)C(C)C)nc2n1
→ -1.9	-4.9	.	1.8	.	.	2.8	1.6
- O=C(NC1CCCCC1)C(c1ccco1)N(C(=O)c1csnn1)c1ccc(Cl)cc1 (stereo not given)
→ 0.3	0.6	-2.3	8.3	-3.1	0.0	.	3.2
- OC[C@@H]1CN(Cc2cccs2)C[C@H](n2cnc3c(NC4CCC4)ncnc32)O1
→ -0.8	-6.6	-8.5	-0.6	0.3	0.3	0.0	0.4
- CC(NC(=S)Nc1cccc(C(F)(F)F)c1)C(C)(C)C (stereo not given)
→ 49.1	0.8	-2.0	1.0	3.1	1.3	6.1	3.8
- CNC[C@@H]1Oc2ccc(NS(=O)(=O)c3ccccc3)cc2C(=O)N([C@@H](C)CO)C[C@H]1C
→ -1.0	2.4	-10.1	-5.0	0.9	.	10.3	1.0[16.7 µM]
- COc1ccc(S(=O)(=O)N2CCN(c3ccc4nnc(-c5ccccc5)n4n3)CC2)cc1
→ 0.8	6.1	-1.8	0.2	4.2	-1.7	-9.3	-10.4
- S=c1[nH]nc(COc2ccccc2)n1/N=C/c1cccc(Br)c1
→ -0.5	6.3	-6.9	-5.3	-1.1	0.1	-9.5	0.3
- COc1cccc(OC)c1C(=O)Nc1cccc(C(=O)Nc2cccc(C(=O)O)c2)c1
→ 1.7	-17.0	-15.8	-0.6	-8.9	-0.1	.	.
- CCOc1ccc(CCNC(=O)c2ccc(Cl)c(S(=O)(=O)N3CCOCC3)c2)cc1OCC
→ -0.3	4.5	-12.4	-0.6	-1.4	.	.	0.0
- COc1ccccc1CNC(=O)COC(=O)c1nccnc1N
→ 0.8	4.0	-18.4	-2.9	-0.3	0.0	-0.9	-6.9
- CCCNC(=O)[C@H]1[C@H](CO)[C@H]2Cn3c(cccc3=O)[C@@H]1N2C(=O)C1CCC1
→ -3.0	2.8	-3.9	2.4	1.9	-0.1	-0.2	-4.2[16.7 µM]
- COc1ccccc1NC(=O)N[C@H]1CC[C@H](CCNS(=O)(=O)c2ccccc2)O[C@@H]1CO
→ -12.0	1.0	3.8	-4.6	.	0.6	-3.7	-1.7[16.7 µM]
- CCC(C(=O)NCC1CCCO1)N(Cc1ccc(F)cc1)C(=O)CNS(=O)(=O)c1ccccc1 (stereo not given)
→ -8.3	-1.4	-4.3	8.5	-2.8	0.3	.	.
- O=C(CN1CCN(S(=O)(=O)c2cc(Br)ccc2Br)CC1)NCc1ccccc1Cl
→ -2.5	1.9	-1.3	2.5	-0.4	-1.3	-15.3	-1.4
- COc1ccc(C(=O)Nc2ccc3oc(-c4cccnc4)nc3c2)cc1OC
→ .	.	-0.4	.	-2.7	2.2	5.5	.
- CC(C)(Oc1ccc(Cl)cc1)C(=O)Nc1c2c(nn1C(C)(C)C)CS(=O)(=O)C2
→ 4.8	6.2	-14.4	-6.5	0.6	-0.3	1.0	.
- CCOc1ccc(/C=C2\SC(=S)N(NC(=O)c3ccncc3)C2=O)cc1OC
→ -3.7	-0.6	-67.3	-6.6	.	.	1.0	-2.8
- O=C(CSc1nnc(-c2ccccc2)o1)N1CCCC1
→ -0.2	-3.4	-10.3	-7.2	2.0	-0.1	7.5	-1.4
- O=C(OCC(=O)N1CCCC1)c1cncc(Br)c1
→ -1.1	-0.5	.	3.3	.	.	10.2	-1.7
- C[C@H]1CN([C@@H](C)CO)C(=O)c2cc(NC(=O)CCN3CCOCC3)ccc2O[C@H]1CN(C)C(=O)Nc1ccc(C(F)(F)F)cc1
→ 5.3	-17.0	1.5	9.3	1.8	-1.4	9.7	-4.3[16.7 µM]
- Cc1cc(C)c(C#N)c(SCS(=O)Cc2ccc(Cl)cc2)n1 (stereo not given)
→ -1.0	-10.8	11.1	-5.0	0.3	.	2.0	-6.9
- N#C[C@H]1[C@@H](c2ccc(C#Cc3cccc(F)c3)cc2)[C@@H](CO)N1C(=O)C1CCC1
→ .	.	-1.5	.	0.8	0.6	8.7	.
- COCCNc1ncnc2c1ncn2[C@H]1CN(CCOC)C[C@@H](CO)O1
→ -0.4	-5.7	-28.6	-0.4	2.1	.	.	-12.5
- CCCCCCCCCCOC(=O)Cn1c(COc2ccccc2OC)[n+](C)c2ccccc21
→ 4.8	41.8	75.1*	-10.7	.	-0.1	.	.
- N#CCOc1ccccc1CNC[C@H]1O[C@@H](n2cnc3c(=O)[nH]c(N)nc32)[C@H](O)[C@@H]1O
→ -0.4	-3.0	8.2	2.6	2.0	.	0.4	-5.3
- CSCCC(NC(N)=O)C(=O)Nc1cccc(S(=O)(=O)N2CCOCC2)c1 (stereo not given)
→ .	.	-22.3	.	3.9	-0.1	8.3	.
- CCCCn1c(N)c(N(CCOC)C(=O)c2ccc(C)c(S(=O)(=O)N3CCOCC3)c2)c(=O)[nH]c1=O
→ -0.6	-9.1	-3.2	-1.0	-0.2	-0.7	-6.7	-4.1
- COc1ccc(-c2nnc(NC(=O)c3ccc4c(c3)OCCO4)o2)cc1
→ -0.1	3.1	-11.9	-2.1	1.5	.	0.0	0.4
- O=C(Cc1ccc(Cl)cc1)c1ccccc1
→ -1.1	-11.3	-8.4	1.0	-0.8	1.7	-0.5	.
- CCOc1cccc(OCCOCCn2cnc3ccccc3c2=O)c1
→ -0.2	4.2	.	0.3	.	.	14.5	7.6
- CCOc1ccccc1NC(=O)c1nnn(CC(=O)Nc2ccc3c(c2)OCO3)c1N
→ -0.3	-2.7	-12.1	-5.1	0.3	.	7.9	1.0

# Just RAD52 inh, E-selectin induc and ERAP1 inh, for 3 of the compounds above:
molecule,RAD52 inh,E-selectin induc,ERAP1 inh
CN(CC(=O)Nc1cccc(F)c1)C(=O)c1cccc(-n2cccc2)c1,-20.2,-0.1,-0.5
COc1ccccc1NC(=O)N[C@H]1CC[C@H](CCNS(=O)(=O)c2ccccc2)O[C@@H]1CO,3.8,0.6,.
Cc1noc(C)c1NC(=O)Nc1ccc2c(c1)CC(=O)N([C@H](C)CO)C[C@@H](C)[C@H](CN(C)C(=O)Nc1ccc3c(c1)OCO3)O2,4.3,0.0,-2.1
